Compound activity: PubChem BioAssay, National Center for Advancing Translational Sciences (NCATS)
GAA inhib: blocks human lysosomal alpha-glucosidase; P10253; purified human GAA, 4-MU-alpha-glucoside fluorescence; Potency, µM (top dose mostly 76.9 µM), for inactives: top-dose activity change, negative = inhibition, most hits filed as inhibitors; 0.005% of 200,000 active; AID 1466;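 further: plate controls were uninhibited enzyme wells for no effect and no-enzyme background for full effect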
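Human enzyme at 4 nM with 400 uM 4-methylumbelliferyl-alpha-D-pyranoside, citrate/phosphate buffer pH 5.0, 0.005% Tween-20, 20 min at room temperature. Compounds up to 77 uM. 4-MU fluorescence (Ex 365/Em 440) read after NaOH/glycine stop; AC50 from Hill fit.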
GLA spleen mod: inhibits or activates alpha-galactosidase in human spleen homogenate; P06280; human spleen homogenate, 4MU-alpha-Gal fluorescence, 40 min; Potency, µM (titrated, usually from 80 µM), for inactives: at the top dose activity change, negative = inhibition, hits mostly inhibitors; 0.008% of 240,000 active;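 further: 0% = enzyme with vehicle and -100% = no enzyme basal signal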
Target sequence (P06280 32-429 limits assumed): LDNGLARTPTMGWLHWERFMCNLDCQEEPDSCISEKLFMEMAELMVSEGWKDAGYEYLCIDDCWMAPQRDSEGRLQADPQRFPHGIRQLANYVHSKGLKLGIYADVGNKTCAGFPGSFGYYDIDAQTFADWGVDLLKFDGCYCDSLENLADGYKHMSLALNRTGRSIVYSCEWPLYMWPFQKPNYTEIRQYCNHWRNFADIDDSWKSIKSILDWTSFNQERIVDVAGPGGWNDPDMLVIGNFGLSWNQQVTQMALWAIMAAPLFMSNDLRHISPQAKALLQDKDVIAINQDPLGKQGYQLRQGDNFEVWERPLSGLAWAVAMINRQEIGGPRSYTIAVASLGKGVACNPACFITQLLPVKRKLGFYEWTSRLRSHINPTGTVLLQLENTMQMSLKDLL
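qHTS titration in buffer at pH 5.0. Alpha-galactosidase activity in spleen homogenate was measured via 4-methylumbelliferone release from 1 mM fluorogenic substrate after 40 min at 37C and a pH 10 stop. AC50 came from Hill fits of control-normalized data.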
GAA glycogen mod: inhibitors or activators of human alpha-glucosidase glycogen cleavage; P10253; recombinant GAA, glycogen substrate, Amplex Red glucose oxidase fluorescence; Potency, µM (series often up to 76.4 µM), for inactives: top-dose activity change, negative = inhibition, usual class: inhibitors; 0.38% of 300,000 active; AID 2100;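 further: 0% = full enzyme reaction and -100% = no-enzyme basal signal; the screen sought inhibitors and activators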
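Recombinant enzyme (4 nM final) with compounds titrated up to 77 uM and bovine liver glycogen (30 ug) in citrate pH 5.0, 0.01% Tween-20, 37 C 40 min. Released glucose detected by Amplex Red/glucose oxidase (Ex 573/Em 610); AC50 from Hill fits.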
ALDH1A1 inh: inhibitors of human aldehyde dehydrogenase 1A1 | Potency, µM (top dose mostly 75.3 µM), inactives show at the top dose activity, negative = inhibition, actives largely listed as inhibitors | AID 1030 | P00352 | 7.3% of 220,000 active | Purified ALDH1A1, NADH fluorescence, propionaldehyde substrate; active means well fitted inhibition curve with a large enough effect, not every such curve was filed as active; inconclusive means small, poorly fitted or top-dose-only effect, or another doubt; inactive means no such curve, though single readings can be large or run the other way;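 further: plate controls were no enzyme wells and a reference inhibitor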
SMN2 splice enh: increases expression of the SMN2 splice variant; HEK293 SMN2-luciferase splicing reporter, luminescence, 30-36 h; Potency, µM (highest dose often 46.1 µM), for the others: at the highest dose activity change, positive = activation, most hits filed as activators; 2.8% of 210,000 active; AID 1458; further: % of control where 0% means no effect; nearly all actives have a fitted effect of over 55% in size
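HEK293 cells carry an SMN2 […]–luciferase reporter in which exon 7 inclusion puts luciferase in frame. Cells were plated 10-12 h before compound addition, then incubated 30-36 h at 37C. ONE-Glo luminescence was read; sodium butyrate at 4.5 mM final served as control.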
GAA spleen mod: inhibitors or activators of human alpha-glucosidase in spleen homogenate; P10253; human spleen homogenate, 4-MU-alpha-glucoside fluorescence; Potency, µM (titrated, usually from 79.9 µM), without a hit: top-dose activity change, negative = inhibition, most hits filed as inhibitors; 0.006% of 240,000 active;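 further: 0% = enzyme with vehicle and -100% = no enzyme basal signal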
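Compounds were titrated against alpha-glucosidase in spleen homogenate at pH 5.0, with 1 mM 4-methylumbelliferyl substrate for 40 min at 37 C. Reactions were quenched with pH 10 NaOH/glycine and fluorescence measured.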
KDM4E inh: blocks human JMJD2E demethylase activity. JMJD2E catalytic domain, FDH-coupled NADH fluorescence (FDH is formaldehyde dehydrogenase). Potency, µM (series often up to 57.1 µM), without a hit: at the top dose activity change, negative = inhibition, usual class: inhibitors. 1.6% of 230,000 active; active means well fitted inhibition curve with a large enough effect, not every such curve was filed as active; inconclusive means small, poorly fitted or top-dose-only effect, or another doubt; inactive means no such curve, though single readings can be large or run the other way;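 further: 0% = wells with enzyme and -100% = buffer wells without enzyme; nearly all actives have a fitted effect of over 50% in size; many of its hits are not listed in these tables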
Target sequence (B2RXH2 1-337 limits assumed): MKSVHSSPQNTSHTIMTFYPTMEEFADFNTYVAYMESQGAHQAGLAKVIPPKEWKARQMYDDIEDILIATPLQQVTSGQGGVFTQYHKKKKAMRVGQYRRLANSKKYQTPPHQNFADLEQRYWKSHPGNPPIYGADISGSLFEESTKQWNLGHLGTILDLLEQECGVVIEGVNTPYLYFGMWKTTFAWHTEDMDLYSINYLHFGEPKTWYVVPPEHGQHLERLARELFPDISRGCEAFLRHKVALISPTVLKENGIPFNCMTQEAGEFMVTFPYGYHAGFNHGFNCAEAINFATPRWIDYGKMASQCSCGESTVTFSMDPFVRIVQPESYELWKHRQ
RGS12 GoLoco inh: inhibitors of human Gai1-RGS12 GoLoco interaction (red fluorophore) | P63096 | Gai1:RGS12 GoLoco peptide FP, rhodamine, 10 min | Potency, µM (highest dose often 61.6 µM), without a hit: at the top dose activity, negative = inhibition, hits mostly inhibitors | 0.44% of 230,000 active; active means well fitted inhibition curve with a large enough effect, not every such curve was filed as active; inactive means no such curve, though single readings can be large or run the other way; further: on the % scale 0 is the no-effect control and ±100 the full control effect; nearly all actives have a fitted effect of over 30% in size; many of its hits are not listed in these tables
* = called active by the depositor; ? = inconclusive; . = no result given; [ ] = another dose, or the depositor's remark. Unless noted, the call rests on the fitted dose curve; in most records, active means well fitted curve in the direction sought with a large enough effect; inconclusive means small, poorly fitted or top-dose-only effect, or another doubt; inactive means no such curve, though single readings can be large; an effect the other way counts as inactive or inconclusive. Potency means the concentration at half of the fitted maximal effect.

No.	Compound	GAA inhib	GLA spleen mod	GAA glycogen mod	ALDH1A1 inh
1	COc1ccc(S(=O)(=O)NC2(C(F)(F)F)N=C(c3ccccc3)NC2=O)cc1 (stereo not given)	2%	-9%	-3%	13%
2	CCN(C(=O)Cn1c(=O)n(-c2cc(OC)c(OC)c(OC)c2)c(=O)c2ccccc21)c1cccc(C)c1	-11%	1%	-3%	-1%
3	O=C(NCCNC[C@@H](O)COc1ccc(O)cc1)N1CCOCC1	.	-1%	.	-11%
4	COC(=O)c1sc(NC(=O)C(C)C)c(C(=O)OC)c1C	-2%	-1%	9%	?
5	Cc1ccc2nc(=O)c(NNc3ccccc3)cnc2c1	-14%	-6%	3%	4%
6	CCCCN(c1ccccc1)c1ncnc(N)c1[N+](=O)[O-]	5%	6%	1%	-3%
7	CC(=O)c1c(C)[nH]c(C(=O)N2CCN(c3ncccn3)CC2)c1C	-5%[15.4 µM]	5%	-2%	12%
8	CCCN(CCC)c1nc2ccccc2n2c(C)nnc12	-9%	-2%	3%	-8%
9	O=C(c1ccc(Cl)cc1[N+](=O)[O-])N1CCc2ccccc2C1	0%	6%	-3%	0%
10	O=C(Oc1cccc(C(=O)N2CCOCC2)c1)c1ccc(Br)cc1	2%	6%	9%	7%
11	CCc1ccc(CNC(=O)c2cc3c(C)nc4ccccc4c3o2)cc1	-10%	-4%	-8%	-10%
12	COc1cc(NC(=O)C2CC2C)c(C(=O)O)cc1OC (stereo not given)	9%	7%	2%	6%
13	Cc1onc(-c2c(Cl)cccc2Cl)c1COC(=O)c1ccc(Cl)cc1	1%	-2%	-4%	-2%
14	Cn1nc(C(F)(F)F)c(-c2ccc(Br)cc2)c1NC(=O)Nc1ccc(F)cc1F	.	-1%	-3%	.
15	O=C(COc1ccc2c(c1)CCC2)N1CCN(c2ccccc2F)CC1	-1%	-3%	5%	-2%

No.	SMN2 splice enh	GAA spleen mod	KDM4E inh	RGS12 GoLoco inh
1	?	-3%	8%	-3%
2	-24%	2%	5%	-1%
3	-7%[20.6 µM]	0%	-12%	19%
4	-14%	-4%	0%	-24%
5	18µM*	-5%	2%	-12%
6	-18%	-9%	12%	3%
7	-14%	4%	3%	10%
8	-4%	1%	-7%	-2%
9	.	-1%	4%	3%
10	-9%	-1%	3%	3%
11	-96%[inhibitor]	-7%	-12%	1%
12	17%	-3%	-29%	5%
13	.	-12%	-10%	-8%
14	.	-4%	11%	1%
15	-29%	-9%	6%	2%

The list goes on:
No.	Compound	GAA inhib	GLA spleen mod	GAA glycogen mod	ALDH1A1 inh
16	COC(=O)c1cc2c(ccn2-c2ccc(F)cc2)n1CC(=O)C(C)(C)C	-4%	5%	-16%	-10%
17	Cc1nn(-c2ccc(F)cc2)c(Cl)c1/C=N/NC(=O)c1ccc(O)cc1	1%	-5%	-1%	0%
18	CC(C)Cn1nnnc1S(=O)(=O)Cc1ccccc1	.	-3%	.	11%
19	O=C(NC(Cc1c[nH]c2ccccc12)C(=O)N/N=C/c1ccc(Br)cc1)c1cccs1 (stereo not given)	?	-4%	10%	6%
20	CCOc1ccc(N2C(=O)C3C(c4ccc(O)cc4)NC(CCSC)(C(=O)OC)C3C2=O)cc1 (stereo not given)	?	-3%	14%	-3%
21	CCN(CC)S(=O)(=O)c1cccc(NC(=O)COC(=O)c2ccc(Br)o2)c1	-8%	-1%	1%	-4%
22	O=C(O)C1C2C=CC(C2)C1C(=O)NCCC1=CCCCC1 (stereo not given)	3%	-4%	2%	4%
23	O=C(C1CCCO1)N1N=C(c2ccc(Br)cc2)CC1c1ccco1 (stereo not given)	4%	-8%	-3%	-9%
24	Cc1nc([N+](=O)[O-])c(Sc2nc3ccccc3n2C)n1Cc1ccccc1	3%	6%	-3%	0%
25	NS(=O)(=O)c1ccc(CCNC(=O)C2CCCCN2S(=O)(=O)c2ccccc2)cc1 (stereo not given)	4%	-11%	-2%	?
26	COc1ccc(S(=O)(=O)NCC2CCCN(Cc3ccc(C)o3)C2)cc1 (stereo not given)	-2%	1%	-4%	-12%
27	COc1ccccc1N1CC(C(=O)Nc2cccc(C(=O)O)c2)CC1=O (stereo not given)	3%	-1%	0%	?
28	OCC1OC(n2cnc3c(NCc4ccco4)ncnc32)C(O)C1O (stereo not given)	.	-11%	.	0%
29	Cc1ccc(NC(=O)CCC(=O)NCCO)cc1	-2%	0%	9%	-1%
30	CCCCSc1nnc(-c2ccccc2)c2ccccc12	-5%	-11%	-5%	?

No.	SMN2 splice enh	GAA spleen mod	KDM4E inh	RGS12 GoLoco inh
16	12%	-5%	?	21%
17	9%	-2%	-1%	12%
18	-4%	4%	7%	5%
19	6%	-1%	-1%	4%
20	0%	2%	0%	17%
21	-9%	-7%	16%	-5%
22	0%	-2%	-14%	4%
23	0%	-15%	-2%	15%
24	7%	10%	19%	1%
25	-14%	-4%	2%	-7%
26	.	2%	4%	15%
27	15%	0%	1%	-9%
28	-29%	0%	0%	1%
29	11%	-1%	4%	1%
30	.	-16%	2%	.

Continued.
No.	Compound	GAA inhib	GLA spleen mod	GAA glycogen mod	ALDH1A1 inh
31	CCCCOc1ccc(-c2ncc(C(=O)OCC)c(N)n2)cc1	-7%	6%	-1%	0%
32	Cc1cccc(OCCSc2nc3ncnc(N)c3[nH]2)c1	-4%	1%	9%	-1%
33	COc1cccc(C2CC(c3c(-c4ccccc4)c4cc(Cl)ccc4[nH]c3=O)=NN2S(C)(=O)=O)c1OC (stereo not given)	0%	3%	-3%	5µM*
34	O=C(c1cc2c(s1)-c1ccccc1OC2)N1CCc2ccccc2C1	?	1%	-12%	?
35	COC(=O)C1=COC(OC2OC(CO)C(O)C(O)C2O)C2C1C=CC2(O)CO (stereo not given)	.	4%	4%	.
36	Cn1c(C(=O)O)ccc1S(=O)(=O)N(Cc1ccccc1)Cc1ccccc1	.	-3%	12%	.
37	CCCCC(=O)Nc1ccc(C)c(O)c1	-3%	-13%	6%	24%
38	COCCSc1ccccc1C(=O)N1CCN(c2ccccc2)CC1	0%	2%	-15%	7%
39	COc1ccc(O[C@@H]2O[C@H](COC(C)=O)[C@@H](OC(C)=O)[C@H](OC(C)=O)[C@H]2NC(C)=O)cc1	1%	-21%	2%	-2%
40	Cc1ccc(-n2cccc2C(=O)NS(=O)(=O)c2ccc(C)cc2)cc1	.	-3%	0%	.
41	Cc1c(NC(=O)C(C)NCC2CCCO2)c(=O)n(-c2ccccc2)n1C (stereo not given)	-3%	-7%	8%	15%
42	Cc1cc2nc(-c3ccc4c(c3)CCC4)ccn2n1	-3%	-2%	10%	?
43	Nc1nc(Nc2ccccc2F)nc(NCc2ccco2)c1[N+](=O)[O-]	-6%[15.4 µM]	-6%	0%	-6%
44	CCOC(=O)C1(CCCc2ccccc2)CCN(C(=O)CCC2=NNC(=O)CC2)CC1	-16%	2%	0%	2µM*
45	Cc1c2cnn(-c3ccccc3)c(=O)c2c(C)n1CCCC(=O)N1CCN(c2ncccn2)CC1	?	-8%	4%	?

No.	SMN2 splice enh	GAA spleen mod	KDM4E inh	RGS12 GoLoco inh
31	-21%	6%	4%	8%
32	-41%[inhibitor]	-1%	2%	17%
33	17%	-4%	?	122%[activator]
34	20µM*	1%	10%	-5%
35	.	1%	-5%	-3%
36	.	-13%	3%	4%
37	15%	-5%	6%	14%
38	-8%	2%	4%	6%
39	-3%	-14%	0%	8%
40	.	0%	-1%	6%
41	.	-6%	-1%	7%
42	.	-4%	?	-14%
43	.	5%	0%	6%
44	.	0%	-12%	-9%
45	-32%[inhibitor]	-7%	-4%	-7%

Shown as tab-separated lines: 3 of the compounds above
cpd	smiles	GAA inhib	GLA spleen mod	GAA glycogen mod	ALDH1A1 inh	SMN2 splice enh	GAA spleen mod	KDM4E inh	RGS12 GoLoco inh
34	O=C(c1cc2c(s1)-c1ccccc1OC2)N1CCc2ccccc2C1	?	1%	-12%	?	20µM*	1%	10%	-5%
35	COC(=O)C1=COC(OC2OC(CO)C(O)C(O)C2O)C2C1C=CC2(O)CO (stereo not given)	.	4%	4%	.	.	1%	-5%	-3%
42	Cc1cc2nc(-c3ccc4c(c3)CCC4)ccn2n1	-3%	-2%	10%	?	.	-4%	?	-14%

Additional results follow:
No.	Compound	GAA inhib	GLA spleen mod	GAA glycogen mod	ALDH1A1 inh
46	Cc1nc(S(=O)(=O)Cc2ccc(Cl)cc2)nc2c1CCC2	9%	-2%	11%	-2%
47	COc1ccccc1-c1nnc2sc(COc3ccc(Cl)cc3)nn12	?	-8%	1%	11%
48	O=C(NCCCc1ccccc1)c1ccncc1	3%	9%	3%	7%
49	C/C(N)=C(/C#N)C(=O)CSc1nc2cc(Cl)ccc2c(=O)n1Cc1ccco1	0%	-4%	1%	4%
50	CCc1c(C)[nH]c(=S)c(C#N)c1C	-7%	6%	-18%	?
51	Cc1csc(Sc2nc3c(c(=O)[nH]c(=O)n3C)n2Cc2ccccc2Cl)n1	-5%	3%	-4%	?
52	Cc1ccc(O)c(-c2cc(C(=O)Nc3c(C)n(C)n(-c4ccccc4)c3=O)[nH]n2)c1	8%	-9%	12%	7%
53	CC1(c2ccccc2Cl)NC(=O)N(CC(=O)NCc2ccco2)C1=O (stereo not given)	-3%	-7%	6%	1%
54	CN(C)S(=O)(=O)N(CC(=O)Nc1ccccc1F)c1ccccc1	-2%	-1%	0%	?
55	COc1ccc(Nc2ccccc2N)cc1	-6%	-1%	?	?

No.	SMN2 splice enh	GAA spleen mod	KDM4E inh	RGS12 GoLoco inh
46	1%	-2%	-2%	-6%
47	-24%	-8%	2%	6%
48	10%	0%	1%	-4%
49	-27%	-2%	-1%	29%
50	3%	-25%	20µM*	-19%
51	.	3%	-4%	.
52	6%	9%	-1%	2%
53	-6%	2%	6%	1%
54	-23%	-1%	8%	-3%
55	23%	7%	10µM*	142%[activator]

A portion of the library; count on the stated rates, not on these rows.
